Screening results (PubChem BioAssay)
Nrf2 activator: Nrf2 pathway activation; Potency, µM (top dose mostly 46.1 µM), for the others: at the top dose activation, hits mostly activators; 410,000 tested, 0.31% active; AREc32 ARE-luciferase reporter (MCF7-derived line), luminescence, 24 h; further: potency means the concentration at half of the fitted maximal effect; % of control where 0% means no effect; nearly all actives have a fitted effect of over 65% in size
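AREc32 cells carrying an ARE-driven firefly luciferase reporter were seeded at 1000 cells/well in OPTI-MEM with 5% FBS, then exposed to compound for 24 hr at 37 deg C. Luminescence was read with Steady-Glo after 30 min at RT.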
HepG2 viability: HepG2 cytotoxicity, counter-screen for TGF-b inhibitors. 410,000 tested, 0.76% active. Potency, µM (top dose mostly 46.1 µM), inactives show top-dose activity change, negative = cytotoxicity, usual class: cytotoxic. HepG2 CAGA-GFP viability, ATP luminescence, 18 h. AID 588856; further: potency means the concentration at half of the fitted maximal effect; some results filed as inactive show a strong effect at the top dose
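CellTiter-Glo luminescence gave cytotoxicity after 18 hours at 37 degrees C. The cells were HepG2 CAGA-GFP in 1% FBS DMEM, stimulated with 500 pg/mL TGF-beta after compound addition. %Activity was normalised to no-cell wells (complete cell-killing) and DMSO (no toxicity), and curves were fitted and classified.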
EPAC2 ag: EPAC2 (human) agonism; Q8WZA2; EPAC2 activation, biochemical qHTS; response scale: 100% = 6.5 mM cAMP response; Potency, µM (highest dose often 154 µM), for the others: top-dose activation, most hits filed as activators; 360,000 tested, 0.079% active; AID 720711; further: potency means the concentration at half of the fitted maximal effect; nearly all actives have a fitted effect of over 50% in size
Target sequence (Q8WZA2 whole entry, looked up): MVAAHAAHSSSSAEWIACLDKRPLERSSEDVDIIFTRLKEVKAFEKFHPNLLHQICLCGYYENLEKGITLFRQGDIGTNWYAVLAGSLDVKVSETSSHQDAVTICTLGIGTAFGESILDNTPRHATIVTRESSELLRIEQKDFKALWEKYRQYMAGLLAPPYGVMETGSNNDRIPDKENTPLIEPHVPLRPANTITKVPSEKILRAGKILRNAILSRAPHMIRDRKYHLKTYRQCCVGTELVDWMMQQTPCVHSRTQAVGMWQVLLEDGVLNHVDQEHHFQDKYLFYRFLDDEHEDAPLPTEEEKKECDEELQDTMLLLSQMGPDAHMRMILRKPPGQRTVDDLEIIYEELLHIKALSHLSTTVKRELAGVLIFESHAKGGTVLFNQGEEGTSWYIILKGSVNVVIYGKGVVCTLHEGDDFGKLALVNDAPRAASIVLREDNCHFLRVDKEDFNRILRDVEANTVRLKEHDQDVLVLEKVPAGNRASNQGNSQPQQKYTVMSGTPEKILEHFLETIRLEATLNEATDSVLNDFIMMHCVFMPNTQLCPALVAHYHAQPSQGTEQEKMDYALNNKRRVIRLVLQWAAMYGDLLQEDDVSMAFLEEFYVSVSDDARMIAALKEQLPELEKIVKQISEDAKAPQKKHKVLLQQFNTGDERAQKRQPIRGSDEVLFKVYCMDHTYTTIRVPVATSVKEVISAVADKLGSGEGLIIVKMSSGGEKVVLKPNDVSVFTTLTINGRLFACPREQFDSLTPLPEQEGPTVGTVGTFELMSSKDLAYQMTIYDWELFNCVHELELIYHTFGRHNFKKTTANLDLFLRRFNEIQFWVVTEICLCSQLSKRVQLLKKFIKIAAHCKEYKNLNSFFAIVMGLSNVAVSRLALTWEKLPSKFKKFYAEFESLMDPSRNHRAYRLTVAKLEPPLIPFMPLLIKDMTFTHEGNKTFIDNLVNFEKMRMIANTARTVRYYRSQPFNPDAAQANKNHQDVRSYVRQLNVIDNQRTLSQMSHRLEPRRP
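Each well held 100 nM EPAC2, 250 nM RAP1B-BODIPY-GDP and 50 uM GDP. Fluorescence, read at 5-min intervals to 30 min, was referenced to a 6.5 mM cAMP positive control.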
ATXN2 expr inh: reduces ATXN2 reporter expression in HEK-293 cells; HEK-293 ATXN2-luciferase reporter, luminescence, 24 h; Potency, µM (series often up to 57 µM), for the others: at the top dose activity change, negative = inhibition, actives largely listed as inhibitors; 360,000 tested, 0.72% active; further: potency means the concentration at half of the fitted maximal effect; on the % scale 0 is the no-effect control and ±100 the full control effect; nearly all actives have a fitted effect of over 55% in size
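ATXN2-luciferase reporter cells (luciferase flanked by upstream and downstream ATXN2 gene portions) were treated 24 h at 37 °C with compounds at up to 57 uM. SteadyGlo luminescence gave expression; GF-AFC fluorescence gave viability.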
TGFb inhibitor: inhibitors of TGF-b signaling. AID 588855. 410,000 tested, 1.2% active. HepG2 CAGA-GFP TGF-b/SMAD3 reporter, GFP fluorescence, 18 h; TGF-beta stimulated, 500 pg/mL final. Potency, µM (top dose mostly 46.1 µM), for the others: at the highest dose activity, negative = inhibition, usual class: inhibitors; further: potency means the concentration at half of the fitted maximal effect; on the % scale 0 is the no-effect control and ±100 the full control effect; nearly all actives have a fitted effect of over 65% in size
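GFP signal (ex488/em500-530) from TGF-beta-stimulated HEPG2 CAGA-GFP cells, 500 pg/mL final, 18 h at 37 degrees C in DMEM plus 1% FBS, normalized to unstimulated and DMSO-stimulated controls.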
Nrf2 inh: blocks Nrf2 signaling | A549 ARE-Fluc reporter, luciferase luminescence, 18-24 h | Potency, µM (titrated, usually from 46 µM), for inactives: at the highest dose activity change, negative = inhibition, hits mostly inhibitors | 360,000 tested, 2.1% active; further: potency means the concentration at half of the fitted maximal effect; on the % scale 0 is the no-effect control and ±100 the full control effect; nearly all actives have a fitted effect of over 60% in size
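Quantitative HTS in A549 cells stably bearing an antioxidant response element-firefly luciferase construct. Inhibition of Nrf2-driven transcription was scored by luminescence after 18-24 h of compound exposure at 37 °C.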
IL2 activator: activators of IL-2 | IL-2 activation reporter assay, cell-based qHTS; stimulated with anti-CD3/CD4/CD28 beads; in transgenic mouse T cells | activation, % (series mostly up to about 46 µM) | 360,000 tested, 0.065% active; in the data active means activation above about 50%; inconclusive means mostly about 30% to 49%; further: 0% is about no effect
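Unstimulated transgenic mouse T cells preincubated 60 min with compound, then stimulated with anti-CD3/anti-CD4-coated beads plus anti-CD28 for 18 h at 37 degrees C. IL-2 response read as EGFP and DsRed fluorescence by plate cytometry.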
A549 viability: A549 cytotoxicity, counter-screen for Nrf2 inhibitors; A549 ARE-Fluc cells, CellTiter-Fluor viability, 18-24 h; Potency, µM (doses to about 46 µM), for inactives: top-dose activity change, negative = cytotoxicity, most hits filed as inhibitors; 390,000 tested, 0.16% active; AID 504648; further: potency means the concentration at half of the fitted maximal effect; on the % scale 0 is the no-effect control and ±100 the full control effect
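Cytotoxicity counterscreen: CellTiter-Fluor fluorescence was measured in A549 ARE_Fluc cells after 18-24 h of compound exposure in a concentration series. The subsequent BugLite luminescent read reports ARE-luciferase activity.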
ATXN viability: cell viability loss in ATXN counter-screen; S2 cells (HEK-293 line with an ATXN2-luciferase reporter) viability, CellTiter-Fluor protease fluorescence, 24 h; Potency, µM (highest dose often 56.7 µM), usual class: cytotoxic; 400,000 tested, 0.49% active; further: potency means the concentration at half of the fitted maximal effect; nearly all actives have a fitted effect of over 40% in size
Numbers without * were called inactive; i = inactive; ? = inconclusive; / = no result given; [ ] = remark or other dose. Unless noted, the call rests on the fitted dose curve; in most records, active means well fitted curve in the direction sought with a large enough effect; inconclusive means small, poorly fitted or top-dose-only effect, or another doubt; inactive means no such curve, though single readings can be large; an effect the other way counts as inactive or inconclusive.

SMILES	Nrf2 activator	HepG2 viability	EPAC2 ag	ATXN2 expr inh	TGFb inhibitor	Nrf2 inh	IL2 activator	A549 viability	ATXN viability
O=C(CN1CCOCC1)Nc1ccc2c(c1)OCCO2	-1.0%	1%	8%	14%	-8%	?	-1.2	-1%	i
CN(C)S(=O)(=O)n1cc(/C=C(\NC(=O)c2ccccc2)C(=O)NCCN2CCOCC2)c2ccccc21	2.5%	-16%	-1%	-3%	-16%	-4%	-1.7	4%	i
Cc1ccccc1OCC(O)COc1ccccc1C	2.7%	-18%	16%	18%	-8%	17%	0.2	-1%	i
Cc1cc2c(cc1S(=O)(=O)NCc1ccccc1)NC(=O)CO2	0.1%	-10%	5%	6%	8%	3%	-0.4	4%	?
COc1ccc(CNS(=O)(=O)c2c(C(=O)N3CCCCCC3)c(C)n(C)c2C)cc1	-0.2%	2%	-6%	18%	16%	2%	-0.1	-4%	i
CSCCC(NS(=O)(=O)c1ccc(C)cc1)C(=O)Nc1ccc(C)cn1 (configuration not stated)	-0.3%	16%	17%	5%	16%	-2%	-1.2	0%	i
CCn1c(=S)sc2c(=O)n(CC(=O)Nc3cccc(Cl)c3)c(C)nc21	0.4%	-31%	-6%	-17%	?	?	-3.3	?	i
COC(=O)c1cc(S(=O)(=O)Nc2ccc(C)c(F)c2)c[nH]1	-0.2%	-25%	11%	-21%	-4%	-6%	-3.7	4%	i
CN(C)S(=O)(=O)c1cc(NC2CC(=O)N(c3ccc(F)cc3)C2=O)ccc1Cl (configuration not stated)	-0.3%	2%	8%	6%	0%	3%	-0.4	0%	i
CCN(CC(=O)Nc1cc(Cl)ccc1C)C(=O)c1ccc(=O)n(Cc2ccccc2)n1	0.2%	9%	3%	-11%	-1%	1%	-1.4	?	?
CC1=NN(c2ccc(C)cc2)C(=O)/C1=C\C=C\c1ccccc1	?	-41%	-7%	?	?	13%	0.0	0%	?
COc1ccc(OC)c(S(=O)(=O)NCC(c2ccc(F)cc2)N2CCN(C)CC2)c1 (configuration not stated)	-0.5%	-6%	9%	-9%	-2%	6%	-2.9	13%	i
COc1ccc(CNN2CCCCC2C(=O)Nc2ccc(OC)c(OCC(C)C)c2)cc1OC (configuration not stated)	0.3%	-3%	10%	/	-3%	14%	-0.8	22%	i
COCCN1C(=O)C(=O)/C(=C(/O)c2ccc(S(=O)(=O)N3CCOCC3)cc2)C1c1cccc(Cl)c1 (configuration not stated)	-0.3%	0%	9%	-1%	-11%	12%	0.3	4%	i
CC(=O)c1c(C)[nH]c(C(=O)OCC(=O)N(Cc2ccccc2)C(C)(C)C)c1C	7.1%	-9%	6%	24%	20%	3%	-0.7	?	i
COc1cccc(OC)c1C(=O)NC(=S)N1CCCCC1c1cccnc1 (configuration not stated)	0.5%	1%	3%	2%	8%	-23%	0.3	-10%	i
CC(C)c1csc(CN2CCC(n3nccc3NC(=O)Cc3ccccc3)CC2)n1	0.4%	0%	5%	0%	-2%	-16%	1.5	0%	i
CC1(C(=O)Nc2ccc3[nH]ncc3c2)CCN1C(=O)C/C=C/c1ccccc1 (configuration not stated)	-0.6%	3%	0%	-12%	-19%	/	0.2	/	i
CC1C(=O)N2CCCc3cc(NC(=O)COc4ccccc4)cc1c32 (configuration not stated)	0.5%	3%	0%	10%	5%	-14%	-2.1	2%	i
CCc1cccc(NC(=O)C2CCCN(S(=O)(=O)c3c(C)[nH]c(=O)[nH]c3=O)C2)c1 (configuration not stated)	-1.5%	8%	6%	2%	5%	/	-0.6	13%	i
O=C(Cn1cc(C(=O)C2CC2)c2ccccc21)Nc1ccc(F)cc1	-0.5%	-6%	-3%	6%	-2%	-24%	1.0	-18%	i
CC(NC(=O)C(C)N1C(=O)c2ccccc2C1=O)c1ccccc1 (configuration not stated)	-0.2%	9%	4%	-11%	1%	3%	-0.5	1%	i
O/N=C/c1cc(Cl)ccc1OCc1ccccc1Cl	2.3%	-120%	21%	-32%	?	-1%	0.4	-1%	i
Nc1cc(=O)[nH]c(SCC(=O)Nc2ccccc2Sc2ccccc2)n1	-0.1%	-9%	-10%	6%	-21%	5%	-2.7	-1%	i
CCOC(=O)c1cccc(NC(=O)c2cc(CN3CCCC3)on2)c1	4.2%	-1%	/	10%	33%[activator]	?	/	0%	i
O=C(c1cccs1)N1N=C(c2ccccc2)CC1c1ccccc1O (configuration not stated)	11%	-52%	0%	5%	?	?	-0.4	2%	i
CCCCNC(=O)COC(=O)c1ccc(C)c(NC(=O)c2ccco2)c1	3.4%	1%	5%	-7%	9%	7%	0.7	6%	i
CN(C)c1ccc(C#Cc2ccc3cc(CCO)oc(=O)c3c2)cc1	4.2%	-40%	-3%	36%[activator]	-29%	29%	0.3	-7%	i
CCc1ccc(NC(=O)c2sc3nc4n(c(=O)c3c2C)CCC4)cc1	8.9%	-53%	12%	/	?	1%	1.4	-3%	i
COc1ccc(NC(=O)c2oc3ccc(S(=O)(=O)N(C)C4CCCCC4)cc3c2C)cc1Cl	-0.1%	-10%	/	/	-19%	/	/	11%	/
CC(Nc1ccc2c(c1)OCCO2)C(=O)N1CCc2ccccc21 (configuration not stated)	2.2%	-22%	4%	0%	0%	?	1.5	1%	i
CC(C)Oc1ccc(CNC(=O)c2cc3ccccn3n2)cc1	3.2%	-2%	/	64%[activator]	?	?	/	-8%	i
CCNC(=O)Nc1ccc(S(=O)(=O)Nc2cnc(C)nc2C)cc1	-0.1%	-3%	9%	-5%	-3%	12%	0.2	1%	i
NS(=O)(=O)c1ccc(CCNC(=O)CSc2nc3ccsc3c(=O)n2CC2CCC(C(=O)O)CC2)cc1 (configuration not stated)	-0.6%	-3%	9%	/	-4%	10%	-0.4	-3%	i
CC1(C)Cc2cccc(OCC(=O)Nc3cc(C(F)(F)F)ccc3N3CCOCC3)c2O1	0.4%	-4%	0%	-5%	1%	-1%	-0.4	0%	i
CC(=O)Nc1ccc(S(=O)(=O)N(Cc2ccccc2)Cc2ccccc2)cc1	-0.6%	-33%	/	/	?	5%	/	0%	/
CNc1nccc(-c2ccc(F)cc2)c1C#N	0.6%	-3%	4%	6%	10%	-9%	0.1	1%	i
O=[N+]([O-])c1ccccc1CSc1nnc2ccccn12	2.1%	0%	14%	12%	1%	?	-0.3	3%	i
NC(=O)c1nnn(-c2nonc2N)c1-c1ccc([N+](=O)[O-])cc1	0.1%	1%	6%	/	-7%	18%	0.3	4%	i
N#C/C(C(=O)NCc1ccccc1)=C1/N=C(NC(=O)c2ccco2)c2ccccc21	-0.3%	-24%	5%	4%	-25%	6%	5.4	-7%	i

A different layout for three compounds above.
SMILES | Nrf2 activator | HepG2 viability | EPAC2 ag | ATXN2 expr inh | TGFb inhibitor | Nrf2 inh | IL2 activator | A549 viability | ATXN viability
CCOC(=O)c1cccc(NC(=O)c2cc(CN3CCCC3)on2)c1 | 4.2% | -1% | / | 10% | 33%[activator] | ? | / | 0% | i
O=C(c1cccs1)N1N=C(c2ccccc2)CC1c1ccccc1O (configuration not stated) | 11% | -52% | 0% | 5% | ? | ? | -0.4 | 2% | i
CCCCNC(=O)COC(=O)c1ccc(C)c(NC(=O)c2ccco2)c1 | 3.4% | 1% | 5% | -7% | 9% | 7% | 0.7 | 6% | i

Going on with the list:
SMILES	Nrf2 activator	HepG2 viability	EPAC2 ag	ATXN2 expr inh	TGFb inhibitor	Nrf2 inh	IL2 activator	A549 viability	ATXN viability
O=C(Nc1cccc(Cl)c1)c1ccc2c(=O)n3c(nc2c1)CCCCC3	6.0%	-22%	0%	8%	-28%	?	-1.0	-24%	?
NC(=O)c1c(C(F)(F)F)cc(-c2ccccc2)nc1NCCO	-0.9%	11%	0%	-1%	?	-29%	-2.7	0%	i
O=C1N=c2ccccc2=C1c1sc(NS(=O)(=O)Cc2ccccc2)nc1O	-0.8%	6%	-8%	/	-4%	-2%	1.8	?	i
C/C(=N/NC(=O)CCC(=O)Nc1ccc(Br)cc1)c1ccc(Br)cc1	0.1%	-16%	-4%	-17%	1%	6%	-3.3	-2%	i
c1cnc2ccc(C(c3nnnn3C3CCCC3)N3CCN(c4nc5ccccc5s4)CC3)cc2c1 (configuration not stated)	-0.7%	7%	5%	-23%	0%	/	0.4	-29%	?
COCc1ccc(C(=O)N2CCCC(N(C)Cc3ccccc3)C2)s1 (configuration not stated)	0.2%	-14%	-1%	5%	-9%	-5%	3.9	6%	i
Cc1ccccc1NC(=S)NCc1cccn1C	-0.3%	-4%	-5%	10%	3%	5%	-0.7	-3%	i
O=c1[nH]c(COc2ccccc2)nc2ccccc12	-1.0%	-6%	0%	/	-5%	20%	-0.9	6%	?
CCN(C(=O)CN1C(=S)NC(C)(C)CC1C)c1ccc(C)c(C)c1 (configuration not stated)	0.4%	-4%	-6%	-20%	9%	?	-0.3	-4%	i
Cc1ccc(S(=O)(=O)CCSc2nc(C)cc(C(F)(F)F)c2C#N)cc1	?	0%	-17%	-19%	153%[activator]	?	-0.5	-9%	i
CCc1ccc(OCCOCCN2CCN(C)CC2)cc1	0.3%	2%	-3%	/	-9%	7%	-0.5	4%	i
CC1CC1C(=O)OCC(=O)NCc1ccccc1 (configuration not stated)	-0.6%	-7%	-1%	7%	-4%	3%	0.2	-3%	i
OC12CCCCC1C(c1ccc3c(c1)OCO3)N(Cc1cccc(F)c1)CC2 (configuration not stated)	0.3%	-12%	0%[15.6 µM]	-13%	5%	2%	-0.5	6%	i

No enrichment for hits; 4.3% or so of the library scored in one or more.
